# Hep lipid drop: modulators of hepatic lipid droplet formation; AML12 mouse hepatocytes, oleate lipid droplets, BODIPY imaging; inhibition, % at 6.5 µM; 0.4% of 240,000 active; AID 1656;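 active = lipid droplet intensity inhibited by at least 50%, with more than 500 cells counted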
#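 Material – mouse AML12 hepatocyte cell line, fixed after treatment · Compound dosing – one dose, 6.5 µM compound · Times – compound with oleate, overnight · Measured by – Image-based BODIPY and DAPI two-channel analysis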
# HEK293 NOD2/NF-kB: inhibition of NOD2-driven NF-kB reporter – cell-based, luminescence, uHTS, HEK293 (AID 1566) | HEK293 NOD2/NF-kB luciferase reporter, luminescence; higher % means a stronger effect | one-dose inhibition, % at 4 µM; EC50 in µM for titrated hits | 0.63% of 290,000 active; in the data active = inhibition above about 50%; also: many of its hits are not listed in these tables
# Hep lipid drop cells 6.5 µM: further read-out of Hep lipid drop, marked with its call; cell count; measured here: cell count, cytotoxicity flag;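 cells counted across two imaged fields per well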
# Starred values were filed as active, the others as inactive.
(1) COc1cccc(-n2c(N)cc(=O)nc2SCC(=O)N2CCN(c3ccccc3)CC2)c1
(2) O=C1CC(C(=O)O)(c2ccccc2)c2cccc(F)c21 (configuration not stated)
(3) CC(CN1CCCCC1)OC(=O)COc1ccc(Cl)cc1 (configuration not stated)
(4) CCOc1ccccc1N1C(=O)CC(Sc2nccc(C)n2)C1=O (configuration not stated)
(5) CCCC(C(=O)NC1CCCC1)N(Cc1ccc(F)cc1)C(=O)c1snc(C(N)=O)c1N (configuration not stated)
(6) O=S(=O)(c1ccccc1F)N1CCC(c2nc3ccccc3[nH]2)CC1
(7) O=C(CCN1C(=O)S/C(=C\c2ccccc2)C1=O)NC1CCS(=O)(=O)C1 (configuration not stated)
(8) Cc1ccn2c(=O)c(C(=O)NCCCN3CCCCC3C)c(O)nc2c1 (configuration not stated)

entry no.	1	2	3	4	5	6	7	8
Hep lipid drop	0	2	-17	14	-1	-25	6	-2
Hep lipid drop cells 6.5 µM	840	812	787	808	833	700	659	667
HEK293 NOD2/NF-kB	1%	8%	5%	-11%	-5%	-1%	9%	20%

(9) CCCCC(=O)N1CCN(c2nc3ccc(Br)cc3s2)CC1
(10) Cc1ccc(OCc2cc(C(=O)N3CC4C[C@@H]5CC3C[C@H](C4)C5)no2)cc1C
(11) CC(=O)c1cccc(NC(=O)c2ccccc2OCc2ccc(F)cc2)c1
(12) O=C1c2ccccc2-c2nc3ccccc3cc21
(13) Cc1ccc(CN2CCC(Oc3ccc(C(=O)NCc4ccccn4)cc3)CC2)o1
(14) CCOC(=O)C1CCN(C(=O)c2ccccc2CCc2ccccc2)CC1
(15) Cc1ccc(S(=O)(=O)Nc2cccc(-c3ccc(N4CCCCCC4)nn3)c2)c(C)c1
(16) O=C(OCc1ccccc1)/C(=C/c1ccccc1Cl)NC(=O)c1ccco1

entry no.	9	10	11	12	13	14	15	16
Hep lipid drop	2	-12	19	22	2	-16	4	-13
Hep lipid drop cells 6.5 µM	694	757	774	860	804	778	684	826
HEK293 NOD2/NF-kB	38%	-11%	14%	-64%	4%	10%	-70%	19%

# Full records, quoted from the list. Order of screens: Hep lipid drop | Hep lipid drop cells 6.5 µM | HEK293 NOD2/NF-kB
# Record of CC(CN1CCCCC1)OC(=O)COc1ccc(Cl)cc1 (configuration not stated) = -17 | 787 | 5%
# Record of CC(=O)c1cccc(NC(=O)c2ccccc2OCc2ccc(F)cc2)c1 = 19 | 774 | 14%
# Record of Cc1ccn2c(=O)c(C(=O)NCCCN3CCCCC3C)c(O)nc2c1 (configuration not stated) = -2 | 667 | 20%
# Record of COc1cccc(-n2c(N)cc(=O)nc2SCC(=O)N2CCN(c3ccccc3)CC2)c1 = 0 | 840 | 1%

# Look-ups from the entries so far:
# Hep lipid drop cells 6.5 µM, entry 9 : 694
# Hep lipid drop cells 6.5 µM, entry 12 : 860
# Hep lipid drop, entry 15 : 4

# Next section.
(17) CC(=O)c1ccc(N2CCN(C(=O)CCNC(=O)Cn3ccc4ccccc4c3=O)CC2)cc1
(18) CCN(CC)Cc1c(C(=O)N/N=C/c2ccccn2)nnn1-c1nonc1N
(19) O=C(O)c1nn(CC(=O)N2CCN(c3ccccc3)CC2)c(=O)c2ccccc12
(20) CCN(CC)CCN(C)Cc1nc(C(c2ccccc2)c2ccccc2)no1
(21) COc1ccc(-c2csc(NC(=O)CSc3n[nH]c(C)n3)n2)cc1
(22) COc1ccc(N2CCN(C(=S)Nc3ccc(F)cc3)CC2)cc1
(23) CN1CCC(=NNC(=O)CN(c2ccccc2)S(=O)(=O)c2ccccc2)CC1
(24) O=C(CN1C(=O)/C(=C\c2ccco2)SC1=S)Nc1ccc(O)cc1C(=O)O

entry no.	17	18	19	20	21	22	23	24
Hep lipid drop	5	-10	0	9	6	-2	-2	-6
Hep lipid drop cells 6.5 µM	850	814	806	827	531	756	754	713
HEK293 NOD2/NF-kB	-2%	-8%	-6%	8%	14%	3%	5%	3%

(25) CCOc1ccc(S(=O)(=O)N2CCN(S(=O)(=O)c3ccc(C(C)=O)cc3)CC2)cc1
(26) CC(C)(C)c1ccc(NC(=O)CSc2n[nH]c(=O)n2-c2cccnc2)cc1
(27) Cc1ccc(C)c(S(=O)(=O)N2CCN(C(=O)c3ccc(N4CCCC4)c([N+](=O)[O-])c3)CC2)c1
(28) COc1ccc(S(=O)(=O)N2CCCC(C(=O)NCc3ccc(F)cc3)C2)cc1 (configuration not stated)
(29) Cn1c(COc2ccc(Cl)cc2)nnc1SCC(=O)NC1CCCC1
(30) Cc1ccc(-n2ncc3c2CC(C)(C)CC3NC(=O)c2ccc[n+]([O-])c2)cc1 (configuration not stated)
(31) O=C(NCc1ccccc1)C(c1c(F)cccc1Cl)N(C(=O)c1csnn1)C1CC1 (configuration not stated)
(32) CCCc1nn(C)c2c(=O)[nH]c(-c3cc(S(N)(=O)=O)ccc3OCC)nc12

entry no.	25	26	27	28	29	30	31	32
Hep lipid drop	-1	0	-11	-11	2	8	-1	-11
Hep lipid drop cells 6.5 µM	726	816	840	720	804	865	729	759
HEK293 NOD2/NF-kB	2%	9%	24%	10%	10%	25%	0%	22%

(33) CC(C)CNS(=O)(=O)c1ccc(CCC(=O)NCCc2ccccc2)cc1
(34) O=C(CNC(=O)c1ccco1)Nc1cccc(Cl)c1
(35) COc1cc(Cc2nccc3cc(OC)c(OC)cc23)c(NC(C)=O)cc1OC
(36) Cc1ccc(C)c(Cn2nnc3c(=O)[nH]c(C4CCCN(C(=O)c5ccco5)C4)nc32)c1 (configuration not stated)
(37) CC(=O)c1c(C)oc2ccc(OCc3ccccc3)cc12
(38) CC(C)N(C(=O)Cn1c(-c2cccnc2)ccc(C#N)c1=O)C(C)C
(39) Cc1ccccc1C(=O)N1CCC(C(=O)Oc2ccc(C#N)cc2)CC1
(40) COc1ccccc1CC(=O)N1CCN(c2ccccc2F)CC1

entry no.	33	34	35	36	37	38	39	40
Hep lipid drop	-4	22	9	-6	-8	-3	-2	0
Hep lipid drop cells 6.5 µM	796	858	760	832	839	748	815	858
HEK293 NOD2/NF-kB	9%	14%	4%	23%	-11%	12%	4%	4%

(41) CC(=O)Oc1ccc(C(=O)Nc2ccc3c(c2)OCCO3)cc1
(42) CC1(c2ccccc2Br)NC(=O)N(CC(=O)Nc2ccc(S(N)(=O)=O)cc2)C1=O (configuration not stated)
(43) COc1ccccc1NC(=O)CSc1nnc(NC(=O)C2CC2)s1
(44) Cc1ccccc1Cc1c(C)nc2nc(SCC(=O)NCCCN3CCCCC3)nn2c1C
(45) COc1ccc(CN2CCCC(CO)(Cc3ccc(F)cc3)C2)c(OC)c1OC (configuration not stated)
(46) Cc1ccc(N2CC(C(=O)Nc3nnc(SCCC4OCCO4)s3)CC2=O)cc1 (configuration not stated)
(47) COc1ccccc1N1CCN(C2CCCN(Cc3cccc(O)c3)C2)CC1 (configuration not stated)
(48) O=C(CC1C(=O)NCCN1Cc1ccc(F)cc1Cl)NC1CCCCCCC1 (configuration not stated)

entry no.	41	42	43	44	45	46	47	48
Hep lipid drop	9	15	1	-22	-14	-7	-13	-3
Hep lipid drop cells 6.5 µM	790	796	796	720	806	828	781	849
HEK293 NOD2/NF-kB	-64%	18%	11%	19%	-28%	11%	5%	0%

(49) O=c1c2ccccc2ncn1CCCCOc1ccccc1F
(50) COc1ccccc1N1C(=NC(=O)COc2ccccc2)SC2CS(=O)(=O)CC21 (configuration not stated)
(51) CC(OC(=O)c1ccc(NC(=O)CC#N)cc1)C(=O)NC(=O)NC1CCCCC1 (configuration not stated)
(52) CCC(C)[C@H](NC(=O)N1CC(=O)Nc2ccccc21)C(=O)N[C@@H](C(=O)O)c1ccccc1 (some centres not stated)
(53) COC(=O)c1c(NC(=O)C(C)(C)C)sc2c1CCN(Cc1ccccc1)C2
(54) CC(=O)Nc1ccc(OCC(O)CN2CCN(c3ccc(F)cc3)CC2)cc1 (configuration not stated)
(55) CC1CC(C)CN(C(=O)CCNC(=O)Cn2ccc3ccccc3c2=O)C1 (configuration not stated)
(56) CCOCCCNC(=O)C1CCCN(S(=O)(=O)c2cccc3nsnc23)C1 (configuration not stated)

entry no.	49	50	51	52	53	54	55	56
Hep lipid drop	10	-5	-4	11	-7	11	2	23
Hep lipid drop cells 6.5 µM	832	722	764	664	673	834	781	803
HEK293 NOD2/NF-kB	2%	1%	19%	-2%	14%	5%	6%	4%

(57) O=C(CN(C(=O)CCC(=O)Nc1nccs1)c1cccc(C(F)(F)F)c1)NCC1CCCO1 (configuration not stated)
(58) Cc1ccc(-c2ccc(=O)n(Cc3ccc(F)cc3Cl)n2)cc1
(59) O=C1NC(=O)/C(=C/c2cccc3ccccc23)S1
(60) COc1ccc(C(=O)NC2CCN(CC(=O)Nc3c(C)cccc3C)CC2)cc1OC
(61) Fc1ccccc1OCCCCN1CCCCC1
(62) NS(=O)(=O)c1ccc(CCNC(=O)CNC(=O)c2ccc(Oc3ccccc3)cc2)cc1
(63) C=CCN1C(=O)c2ccccc2C1(O)Cc1ccccc1 (configuration not stated)
(64) FC(F)(F)c1ccccc1NC(=S)Nc1ccccc1

entry no.	57	58	59	60	61	62	63	64
Hep lipid drop	-16	-4	0	-5	10	-14	24	1
Hep lipid drop cells 6.5 µM	805	828	813	800	872	780	438	810
HEK293 NOD2/NF-kB	5%	27%	-81%	8%	-1%	-14%	4%	0%

(65) CN(C(=O)c1cccc(NC(=O)c2ccco2)c1)c1ccccc1
(66) CCCC(=O)Nc1ccc(-c2nc3ncccc3o2)cc1
(67) COc1ccc(NC(=O)C(NC(=O)c2ccc(C)cc2)c2ccccc2)cc1 (configuration not stated)
(68) Cc1nc(C)n(C)c(=O)c1-c1ccccc1
(69) COc1cc(C2Nc3ccccc3C(=O)N2NS(C)(=O)=O)c([N+](=O)[O-])cc1OC (configuration not stated)
(70) CN1C(=O)N(C)C(c2cccc([N+](=O)[O-])c2)C2=C1CCCC2=O (configuration not stated)
(71) COCCCNC(=S)N(CCO)Cc1cc2cc3c(cc2[nH]c1=O)OCO3
(72) Cc1ccc2oc(C(=O)NCC(c3ccco3)N(C)C)c(C)c2c1 (configuration not stated)

entry no.	65	66	67	68	69	70	71	72
Hep lipid drop	-2	5	-2	-8	-5	-6	2	-18
Hep lipid drop cells 6.5 µM	795	798	884	827	808	789	839	739
HEK293 NOD2/NF-kB	12%	-69%	-1%	-19%	3%	12%	14%	-22%

(73) O=C1C2CCCN2C(=O)N1CCCCN1CCN(c2cccc(C(F)(F)F)c2)CC1 (configuration not stated)
(74) O=C(Nc1ccc(Cl)cc1)Nc1ccccn1
(75) Cc1cc(NC(=O)CCC(=O)N(CC(=O)NC2CCCC2)c2cccc(F)c2)no1
(76) COc1ccc(N(CC(=O)NC2CC3CCC2C3)S(=O)(=O)c2ccc(C)cc2)cc1 (configuration not stated)
(77) CCc1ccc(CN(C)C(=O)C2CCC(=O)N(CCCN3CCCC3=O)C2)cc1 (configuration not stated)
(78) Cc1ccnc(NC(=O)CCC(=O)N(CC(=O)NCc2ccc(F)cc2)c2ccc(F)cc2)c1
(79) COc1cc(C(=O)NCc2nnc(SCC(=O)NCc3ccco3)o2)cc(OC)c1OC
(80) COc1ccc(C)cc1NC(=O)NNC(=O)c1cc2ccccc2cc1O

entry no.	73	74	75	76	77	78	79	80
Hep lipid drop	-4	8	2	3	10	9	-7	-8
Hep lipid drop cells 6.5 µM	846	854	738	829	800	840	692	808
HEK293 NOD2/NF-kB	-21%	-32%	-2%	-42%	-3%	4%	17%	22%

# 2 compounds drawn at random from the list so far:
(18) CCN(CC)Cc1c(C(=O)N/N=C/c2ccccn2)nnn1-c1nonc1N
(28) COc1ccc(S(=O)(=O)N2CCCC(C(=O)NCc3ccc(F)cc3)C2)cc1 (configuration not stated)

entry no.	18	28
Hep lipid drop	-10	-11
Hep lipid drop cells 6.5 µM	814	720
HEK293 NOD2/NF-kB	-8%	10%

# Next section.
(81) CC(C(=O)Nc1ccccc1F)N1CCN(C)CC1 (configuration not stated)
(82) O=S(=O)(Nc1cc(F)ccc1F)c1cccc2nsnc12
(83) COCCCNS(=O)(=O)c1ccc2[nH]c3c(c2c1)CCCCC3
(84) COc1ccc(S(=O)(=O)N2CCC(C)CC2)cc1N(C)S(=O)(=O)c1ccccc1
(85) O=[N+]([O-])c1ccc(OCc2n[nH]c(=S)n2-c2ccccc2)cc1
(86) COc1ccccc1/C=C1\SC(=O)N(CC(=O)N(C)C2CCS(=O)(=O)C2)C1=O (configuration not stated)
(87) Cc1ccc2nc(NS(=O)(=O)c3cn(C)nc3C)sc2c1
(88) Cc1ccc(C(=O)NCC(=O)NCCCc2ccccc2)s1

entry no.	81	82	83	84	85	86	87	88
Hep lipid drop	-1	11	-11	-3	10	2	-1	-67
Hep lipid drop cells 6.5 µM	822	816	786	836	840	728	659	796
HEK293 NOD2/NF-kB	-7%	-9%	34%	-14%	11%	9%	3%	-20%

(89) O=C(CNC(=O)c1ccco1)N/N=C/c1ccc(C(=O)O)cc1
(90) CCOc1ccc(C(=O)Nc2nnc(C3=COCCO3)o2)cc1
(91) CCn1c(CNC(=O)c2ccco2)nnc1SCC(=O)Nc1ccccc1Cl
(92) Cc1cccc(N2CCN(CCCNC(=O)C3CCCN(c4ncnc5c4nc4n5CCCCC4)C3)CC2C)c1 (configuration not stated)
(93) O=C(CCC(=O)Nc1cccc([N+](=O)[O-])c1)NCc1ccccc1
(94) C=CCOc1ccc(C2/C(=C(/O)c3ccc4c(c3)CC(C)O4)C(=O)C(=O)N2CCCN2CCOCC2)cc1 (configuration not stated)
(95) Cc1cccc(C)c1NC(=S)N1CCCCCC1
(96) CCOc1ccc(S(=O)(=O)N(C)CC(=O)NCc2ccccn2)cc1

entry no.	89	90	91	92	93	94	95	96
Hep lipid drop	10	19	6	-24	-5	-2	-6	-10
Hep lipid drop cells 6.5 µM	758	683	765	701	735	828	772	826
HEK293 NOD2/NF-kB	-7%	16%	-3%	29%	15%	4%	-6%	-10%

# Screening results from PubChem BioAssay.

# An excerpt, so the mix of outcomes need not match the whole.
